Screening results from PubChem.
Hck Nef HTS: inhibitors of Nef-activated human Hck kinase, primary screen, biochemical, Z-Lyte FRET, 384-well, Hck-YEEI | inhibition, % at 20 µM | hit rate 0.68% among 220,000 | Recombinant Hck-YEEI plus Nef, Z-Lyte FRET kinase assay;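 active = Hck-Nef kinase inhibition above about 50%, limit read from the data; inactive = inhibition below that limit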;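 also: 0% = DMSO with Hck plus Nef and 100% = Hck alone without Nef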
Target sequence (P08631 whole entry, looked up): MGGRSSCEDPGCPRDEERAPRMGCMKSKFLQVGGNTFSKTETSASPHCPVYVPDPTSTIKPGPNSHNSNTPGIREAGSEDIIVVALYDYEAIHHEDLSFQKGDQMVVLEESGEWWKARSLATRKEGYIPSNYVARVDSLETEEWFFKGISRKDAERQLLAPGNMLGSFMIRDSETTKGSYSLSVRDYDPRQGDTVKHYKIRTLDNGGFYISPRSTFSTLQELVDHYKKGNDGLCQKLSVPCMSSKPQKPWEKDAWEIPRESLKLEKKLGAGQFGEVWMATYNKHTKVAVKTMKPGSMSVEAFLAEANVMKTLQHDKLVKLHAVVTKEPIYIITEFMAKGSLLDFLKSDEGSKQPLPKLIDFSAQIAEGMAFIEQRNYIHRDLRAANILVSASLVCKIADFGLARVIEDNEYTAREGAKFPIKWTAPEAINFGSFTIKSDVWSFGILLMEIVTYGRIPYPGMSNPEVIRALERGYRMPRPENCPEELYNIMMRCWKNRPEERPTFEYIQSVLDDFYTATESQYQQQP
Calpain2 inh: inhibitors of pig calpain II, primary screen, biochemical, fluorogenic peptide substrate, 1536-well | purified calpain II, 30 min | inhibition, % at 16 µM | hit rate 0.37% among 220,000;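 active = inhibition above about 50%, limit read from the data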
EP2 mod: EP2 receptor modulators, cAMP readout, primary screen, cell-based, HTRF cAMP, PGE2 stimulation | EP2-expressing cells, cAMP HTRF FRET, PGE2 co-stimulation | induction, % at 25 µM | hit rate 0.83% among 260,000 | AID 940, 2007;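 active = compounds whose cAMP rise, as percent of the full-agonist control response, exceeds 60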;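 also: rat C6 glioma line stably carrying human EP2 under a CMV promoter; the protocol text gives 20 µM as final concentration; 100% = response of wells given 1 µM PGE2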
14-3-3 Bad inh: inhibitors of 14-3-3 zeta/Bad binding, primary screen, biochemical, TR-FRET, bovine 14-3-3 zeta; 14-3-3 protein zeta/delta (Bos taurus), P63103; inhibition, % at 21.7 µM; TR-FRET 14-3-3zeta/Dy647-pBad peptide displacement, 1 h; hit rate 0.71% among 220,000;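 active = inhibition above about 70%, limit read from the data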;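 also: 0% = full 14-3-3 plus peptide FRET controls and 100% = background without 14-3-3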
Target sequence (P63103 whole entry, looked up): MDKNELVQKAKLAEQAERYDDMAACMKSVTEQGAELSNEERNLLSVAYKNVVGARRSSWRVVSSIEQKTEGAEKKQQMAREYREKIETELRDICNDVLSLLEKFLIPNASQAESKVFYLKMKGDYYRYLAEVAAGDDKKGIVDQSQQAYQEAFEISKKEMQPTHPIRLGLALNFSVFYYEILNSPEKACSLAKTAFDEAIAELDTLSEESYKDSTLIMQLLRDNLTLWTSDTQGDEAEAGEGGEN
EP2 antag: human EP2 receptor antagonists, primary screen, TR-FRET cAMP, C6 glioma cells; Prostaglandin E2 receptor EP2 subtype (Homo sapiens), P43116; C6 glioma cells expressing human EP2; cells stimulated with saturating PGE2; inhibition, % at 25 µM; hit rate 0.52% among 260,000; AID 1422, 2008;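 active = percent inhibition above 40 after rounding to a whole number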;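 also: rat C6 glioma host cells with rolipram phosphodiesterase inhibitor present; the protocol text gives 20 µM as final concentration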
TbHK1 inh: Trypanosoma brucei hexokinase 1 inhibitors, primary screen, biochemical, G6PDH-coupled NADH absorbance, MLSCN library | hexokinase 1 [Trypanosoma brucei] | recombinant TbHK1, G6PDH-coupled NADH A340 | inhibition, % at 10 µM | hit rate 0.11% among 220,000;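 active = inhibition of 50% or more in the single-dose primary screen; inactive = inhibition below 50%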
eIF4E 4G PPI: eIF4E–eIF4G protein interaction inhibitors, primary screen, biochemical, uHTS, TR-FRET, eIF4GI fragment; Eukaryotic translation initiation factor 4E (Mus musculus) + Eukaryotic translation …; TR-FRET eIF4E-eIF4GI(517-606) binding, 2 h; inhibition, % at 21.7 µM; hit rate 0.37% among 220,000; AID 782, 2007;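 active = inhibition above about 30%, limit read from the data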;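 also: 0% = full FRET control wells and 100% = background wells lacking eIF4GI fragment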
zVAD death inh: inhibitors of zVAD-triggered necroptosis, primary screen, L929 cells | L929 zVAD necroptosis rescue, ATP luminescence, 24 h; with zVAD 60 µM | viability rescue, % at 10 µM | hit rate 0.38% among 220,000;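 active = activation, scaled between plate controls, above about 75%, limit read from the data; inactive = activation under that limit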;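 also: 0% = zVAD with DMSO and 100% = DMSO alone without zVAD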
Rad51 HR inh: human RAD51 strand exchange inhibitors, primary screen, biochemical, fluorescence; DNA repair protein RAD51 homolog 1 (Homo sapiens), Q06609; hRad51 DNA strand exchange, fluorescence dequenching; inhibition, % at 10 µM; hit rate 0.085% among 200,000; AID 1385, 2008;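 active = inhibition above 40% at the single screening dose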;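 also: 0% = DMSO control wells and 100% = blanks with heterologous ssDNA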
Target sequence (Q06609 whole entry, looked up): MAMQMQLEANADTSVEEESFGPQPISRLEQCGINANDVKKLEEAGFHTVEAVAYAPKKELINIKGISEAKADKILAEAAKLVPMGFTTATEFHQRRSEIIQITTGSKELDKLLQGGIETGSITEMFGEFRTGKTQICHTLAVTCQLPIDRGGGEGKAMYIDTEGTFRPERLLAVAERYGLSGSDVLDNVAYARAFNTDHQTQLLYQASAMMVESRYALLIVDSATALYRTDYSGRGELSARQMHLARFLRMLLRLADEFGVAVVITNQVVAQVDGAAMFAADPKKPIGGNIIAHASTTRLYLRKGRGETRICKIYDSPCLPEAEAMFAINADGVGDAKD
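material = hRad51 filaments on single-stranded DNA | reagent = Donor/quencher-labelled 47-bp dsDNA substrate | compound = 10 µM final, single point | schedule = strand-exchange reaction 15 min at room temperature | measured by = fluorescein emission 520 nm, excitation 485 nm | read-out basis = % inhibition versus plate control and blank means | benchmarks = plate controls and plate blanks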
* hit, by the source's call; [ ] = remark or other dose. These rows are one share of the data (hit frequency here may not be typical).

How did CC(=O)Nc1ccc(NC(=O)c2ccc(Cn3cc(Cl)cn3)cc2)cc1 do in these assays?
Hck Nef HTS: 13; Calpain2 inh: 3; EP2 mod: -12; 14-3-3 Bad inh: 17; EP2 antag: 8; TbHK1 inh: -2; eIF4E 4G PPI: 3; zVAD death inh: 1.1; Rad51 HR inh: 1

Results for Cc1ccccc1NC(=O)COc1ccc(Br)cc1C ?
Hck Nef HTS: -1; Calpain2 inh: -8; EP2 mod: 26; 14-3-3 Bad inh: 7; EP2 antag: 9; TbHK1 inh: -1; eIF4E 4G PPI: -8[fluorescence artefact?]; zVAD death inh: 0.0

How did COc1ccc(-c2noc(-c3ccco3)n2)cc1OC do in these assays?
Hck Nef HTS: 1; Calpain2 inh: -10; EP2 mod: -34; 14-3-3 Bad inh: -1; EP2 antag: 12; TbHK1 inh: 5; eIF4E 4G PPI: -12; zVAD death inh: 0.0; Rad51 HR inh: 8

How did CC1CC(C)CN(CC(=O)NCCc2ccc(S(N)(=O)=O)cc2)C1 (stereo not given) do in these assays?
Hck Nef HTS: 26; Calpain2 inh: 5; EP2 mod: -3; 14-3-3 Bad inh: -6; EP2 antag: 4; TbHK1 inh: -6; eIF4E 4G PPI: 1; zVAD death inh: 1.5; Rad51 HR inh: -25

What do the screens show for `CCCCC(O)(CCCC)C(=O)NN(C(=O)CCl)c1ccccc1`?
Hck Nef HTS: 0; Calpain2 inh: 18; EP2 mod: 17; 14-3-3 Bad inh: -12[fluorescence artefact?]; EP2 antag: 6; TbHK1 inh: -1; eIF4E 4G PPI: 0; zVAD death inh: 0.1; Rad51 HR inh: -1

Results for COc1cc(/C=N/NC(=O)/C(=C\c2ccc([N+](=O)[O-])cc2)NC(=O)c2ccccc2)cc(OC)c1O ?
Hck Nef HTS: 0; Calpain2 inh: -156; EP2 mod: 0; 14-3-3 Bad inh: -2; EP2 antag: 5; TbHK1 inh: -68; eIF4E 4G PPI: -4[fluorescence artefact?]; zVAD death inh: -0.4; Rad51 HR inh: -8

What do the screens show for `CCCc1ccc(C(=O)NNC(=O)c2ccc(Cl)cc2)cc1`?
Hck Nef HTS: 2; Calpain2 inh: -4; EP2 mod: -11; 14-3-3 Bad inh: 7[fluorescence artefact?]; EP2 antag: 4; TbHK1 inh: 0; eIF4E 4G PPI: -1[fluorescence artefact?]; zVAD death inh: 0.8; Rad51 HR inh: -8

Results for Brc1c(-c2ccccc2)nc2n1Cc1ccccc1-2 ?
Hck Nef HTS: 11; Calpain2 inh: 9; EP2 mod: 45; 14-3-3 Bad inh: 3; EP2 antag: -1; TbHK1 inh: 2; eIF4E 4G PPI: 0; zVAD death inh: 0.9

How did Cc1ccc(C(=O)COC(=O)c2ccc(Br)o2)cc1C do in these assays?
Hck Nef HTS: -1; Calpain2 inh: 0; EP2 mod: 13; 14-3-3 Bad inh: 6[fluorescence artefact?]; EP2 antag: 5; TbHK1 inh: -1; eIF4E 4G PPI: 7; zVAD death inh: 0.3; Rad51 HR inh: 2

Results for NC(=O)c1ccccc1N/C=C/C(=O)c1ccccc1 ?
Hck Nef HTS: 3; Calpain2 inh: -16; EP2 mod: -3; 14-3-3 Bad inh: 6; EP2 antag: 2; TbHK1 inh: -17; eIF4E 4G PPI: 18[fluorescence artefact?]; zVAD death inh: -1.5; Rad51 HR inh: -34

How did COc1ccc(CNC(=S)N/N=C/c2ccc(O)c(OC)c2)cc1 do in these assays?
Hck Nef HTS: 8; Calpain2 inh: 18; EP2 mod: -15; 14-3-3 Bad inh: -8; EP2 antag: 18; TbHK1 inh: -30; eIF4E 4G PPI: -2; zVAD death inh: 0.4; Rad51 HR inh: -2

How did O=C(Cc1cccs1)Nc1nnc(COc2ccccc2)s1 do in these assays?
Hck Nef HTS: 11; EP2 antag: 6; TbHK1 inh: -1; zVAD death inh: 0.0; Rad51 HR inh: 4

What do the screens show for `CCc1ccccc1S(=O)(=O)Cc1ccc(C(=O)NCc2cccs2)o1`?
Hck Nef HTS: 18; Calpain2 inh: -3; EP2 mod: -40; 14-3-3 Bad inh: -6; EP2 antag: 7; TbHK1 inh: 1; eIF4E 4G PPI: 2; zVAD death inh: -0.9; Rad51 HR inh: -5

Results for Cc1cc(C(C)(C)C)oc1C(=O)OCC(=O)NC1CCCCC1 ?
Hck Nef HTS: -4; Calpain2 inh: 17; EP2 mod: 7; 14-3-3 Bad inh: -1; EP2 antag: 7; TbHK1 inh: -3; eIF4E 4G PPI: 1; zVAD death inh: 1.9; Rad51 HR inh: 6

How did C/C(CC(=O)Nc1ccc(Cl)cc1Cl)=N\NC(=O)c1ccco1 do in these assays?
Hck Nef HTS: 2; Calpain2 inh: 21; EP2 mod: -7; 14-3-3 Bad inh: 0[fluorescence artefact?]; EP2 antag: 7; TbHK1 inh: -2; eIF4E 4G PPI: -1; zVAD death inh: 0.7; Rad51 HR inh: 21

How did Cc1ccc(NCC(=O)N/N=C\c2cccc(O)c2)cc1 do in these assays?
Hck Nef HTS: 16; Calpain2 inh: 23; EP2 mod: -74; 14-3-3 Bad inh: -6; EP2 antag: 3; TbHK1 inh: 7; eIF4E 4G PPI: 2; zVAD death inh: -3.5; Rad51 HR inh: -10

How did CCOC(=O)c1ccccc1NC(=O)c1cccs1 do in these assays?
Hck Nef HTS: 1; Calpain2 inh: -22; EP2 mod: 42; 14-3-3 Bad inh: 9; EP2 antag: 6; TbHK1 inh: 0; eIF4E 4G PPI: 1; zVAD death inh: 0.2; Rad51 HR inh: -9

How did O=C(Nc1ccc(-c2nnn(CC(=O)N3CCN(C(=O)c4ccco4)CC3)n2)cc1)c1ccc(F)cc1 do in these assays?
Hck Nef HTS: 32; Calpain2 inh: -18; EP2 mod: -46; 14-3-3 Bad inh: 32; EP2 antag: 5; TbHK1 inh: -2; eIF4E 4G PPI: -5; zVAD death inh: 0.3; Rad51 HR inh: 5

What do the screens show for `Cc1ccccc1NC(=O)C1C2CCCC1C2c1ccccc1` (stereo not given)?
Hck Nef HTS: -1; Calpain2 inh: 15; EP2 mod: 3; 14-3-3 Bad inh: -9; EP2 antag: 14; TbHK1 inh: -4; eIF4E 4G PPI: 10; zVAD death inh: 0.0; Rad51 HR inh: 4

Results for CC(C)c1ccc(S(=O)(=O)N2CCN(C(=O)c3cccc(F)c3)CC2)cc1 ?
Hck Nef HTS: 1; Calpain2 inh: 20; EP2 mod: -5; 14-3-3 Bad inh: -3; EP2 antag: 8; TbHK1 inh: 8; eIF4E 4G PPI: 5; zVAD death inh: -0.1; Rad51 HR inh: -10

Results for c1ccc(CSc2ncnc3c2cnn3Cc2ccccc2)cc1 ?
Hck Nef HTS: 0; Calpain2 inh: 28; EP2 mod: 51; 14-3-3 Bad inh: 5; EP2 antag: 4; TbHK1 inh: 3; eIF4E 4G PPI: 3; zVAD death inh: -0.4; Rad51 HR inh: 3

How did ON1C2CCCCC2N(O)C1c1c(F)c(F)c(F)c(F)c1F (stereo not given) do in these assays?
Hck Nef HTS: 0; Calpain2 inh: 13; EP2 mod: -3; 14-3-3 Bad inh: -4; EP2 antag: 16; TbHK1 inh: 1; eIF4E 4G PPI: 1; zVAD death inh: 0.0; Rad51 HR inh: 7

Results for CCC(c1nnnn1CCOC)N1CCN(c2nc3ccccc3s2)CC1 (stereo not given) ?
Hck Nef HTS: 24; Calpain2 inh: -7; EP2 mod: -42; 14-3-3 Bad inh: -8; EP2 antag: 3; TbHK1 inh: -5; eIF4E 4G PPI: 1; zVAD death inh: 1.5; Rad51 HR inh: 14

How did Cc1ccc2c(c1)c1c3n2CCN(C(=O)Cn2c(-c4ccccc4)noc2=O)C3CCC1 (stereo not given) do in these assays?
Hck Nef HTS: -1; Calpain2 inh: -17; EP2 mod: 4; 14-3-3 Bad inh: -15[fluorescence artefact?]; EP2 antag: 7; TbHK1 inh: -9; eIF4E 4G PPI: 7; zVAD death inh: 2.2; Rad51 HR inh: 2

Some of these compounds in order of count of non-hydrogen atoms, descending.
How did Cc1ccc2c(c1)c1c3n2CCN(C(=O)Cn2c(-c4ccccc4)noc2=O)C3CCC1 (stereo not given) do in these assays?
Hck Nef HTS: -1; Calpain2 inh: -17; EP2 mod: 4; 14-3-3 Bad inh: -15[fluorescence artefact?]; EP2 antag: 7; TbHK1 inh: -9; eIF4E 4G PPI: 7; zVAD death inh: 2.2; Rad51 HR inh: 2

Results for CCC(c1nnnn1CCOC)N1CCN(c2nc3ccccc3s2)CC1 (stereo not given) ?
Hck Nef HTS: 24; Calpain2 inh: -7; EP2 mod: -42; 14-3-3 Bad inh: -8; EP2 antag: 3; TbHK1 inh: -5; eIF4E 4G PPI: 1; zVAD death inh: 1.5; Rad51 HR inh: 14

What do the screens show for `Cc1ccccc1NC(=O)C1C2CCCC1C2c1ccccc1` (stereo not given)?
Hck Nef HTS: -1; Calpain2 inh: 15; EP2 mod: 3; 14-3-3 Bad inh: -9; EP2 antag: 14; TbHK1 inh: -4; eIF4E 4G PPI: 10; zVAD death inh: 0.0; Rad51 HR inh: 4

Later entries
How did Cc1csc(NC(=O)CSc2nnc(-c3ccccn3)n2-c2ccc(C)c(C)c2)n1 do in these assays?
Hck Nef HTS: 0; Calpain2 inh: -32; EP2 mod: 13; 14-3-3 Bad inh: -7; EP2 antag: 27; TbHK1 inh: 1; eIF4E 4G PPI: -1; zVAD death inh: -0.3; Rad51 HR inh: 1

Results for Cc1ccc(N2C(=O)C(Cl)=C(NCc3ccccc3)C2=O)c(C)c1 ?
Hck Nef HTS: 0; Calpain2 inh: 39; EP2 mod: -16; 14-3-3 Bad inh: -4; EP2 antag: 9; TbHK1 inh: -3; eIF4E 4G PPI: 5; zVAD death inh: -0.2; Rad51 HR inh: -2

How did Cc1ccc(NC(=O)CCn2cccc2)cc1Cl do in these assays?
Hck Nef HTS: 1; Calpain2 inh: -24; EP2 mod: -2; 14-3-3 Bad inh: 6; EP2 antag: 17; TbHK1 inh: 0; eIF4E 4G PPI: 5[fluorescence artefact?]; zVAD death inh: 2.5; Rad51 HR inh: -1

How did CN1CC(=O)N2[C@H](c3ccc4c(c3)OCO4)c3[nH]c4ccccc4c3C[C@@H]2C1=O do in these assays?
Calpain2 inh: 19; 14-3-3 Bad inh: 12; EP2 antag: 20; eIF4E 4G PPI: 1; Rad51 HR inh: -3

How did CCN(CC(=O)NCc1ccc(Cl)cc1)C(=O)/C=C/c1ccco1 do in these assays?
Hck Nef HTS: 17; Calpain2 inh: 22; EP2 mod: 34; 14-3-3 Bad inh: -4; EP2 antag: 9; TbHK1 inh: -3; eIF4E 4G PPI: 13; zVAD death inh: 0.1; Rad51 HR inh: 2

What do the screens show for `COc1ccc(-n2c(C)c([N+](=O)[O-])c3ccc(O)c(CN(C)C)c32)cc1`?
Hck Nef HTS: 3; Calpain2 inh: -28; EP2 mod: -3; 14-3-3 Bad inh: 12; TbHK1 inh: -5; eIF4E 4G PPI: 1; zVAD death inh: -0.4

How did COc1ccc(-n2cccc2/C=C2/NC(=O)N(c3cccc(Cl)c3)C2=O)cc1 do in these assays?
Hck Nef HTS: 2; Calpain2 inh: 16; EP2 mod: 9; 14-3-3 Bad inh: 18[fluorescence artefact?]; EP2 antag: 5; TbHK1 inh: -11; eIF4E 4G PPI: 5; zVAD death inh: 0.1; Rad51 HR inh: -7
